TRHR agonist – TRH receptor (human) agonism; activation, % at 2 µM; 360,000 tested, 0.18% active; AID 493084; P34981; TRHR cells, calcium flux fluo-8, FDSS agonist mode; in the data active = activation above about 30%; also: 0% is about no effect
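Fluo-8-loaded TRHR cells; 10 s baseline, compound added, kinetic Ca2+ fluorescence read 1/s, agonist mode.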
POLB inh – inhibitors of human DNA polymerase beta | Pol beta primer extension/strand displacement, fluorescence kinetic | Potency, µM (doses to about 114 µM), without a hit: at the highest dose activity change, negative = inhibition, most hits filed as inhibitors | 340,000 tested, 1.3% active | AID 485314; also: potency is read from the fitted curve at half-maximal effect; % is scaled to controls: 0 for no effect and ±100 for the full control effect
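10 nM enzyme + cpd, 15 min RT; start with substrate 50 nM final; read 0 min and after 10 min RT. Corrected, normalized data; 4-parameter Hill curve fit.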
ERG-DNA inh – blocks human ERG Ets domain binding to DNA. P11308. fluorescence polarization, His-ERG Ets domain / labelled DNA. Potency, µM (top dose mostly 76.9 µM), for the others: top-dose FP activity, negative = inhibition, actives largely listed as inhibitors. 370,000 tested, 0.028% active. AID 624246; active = well fitted inhibition curve with a large enough effect in the polarisation, with a control signal flat; inconclusive = small, poorly fitted or top-dose-only effect, or effect the other way, or a change in a side signal; inactive = no such curve, though single readings can be large or run the other way; the % refers to the polarisation;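 also: polarization taken with two DNA probes labelled with fluorescein and Texas red; potency is read from the fitted curve at half-maximal effect; % of control where 0% means no effect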
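His-tagged ERG Ets domain (1 uM in the protein solution; 300mM KCl, 50mM Tris-HCl, 1mM EDTA, 1mM DTT, pH 7.5) received compound, then a probe mix of 5 nM fluorescein-DNA and 100nM Texas-615-DNA. Fluorescence polarization was read for both dyes.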
APEX1 inh – blocks human APE1 abasic DNA cleavage; P27695; recombinant APE1, TAMRA/BHQ-2 abasic DNA cleavage fluorescence; Potency, µM (highest dose often 65.8 µM), without a hit: top-dose activity change, negative = inhibition, usual class: inhibitors; 350,000 tested, 0.35% active;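 also: potency is read from the fitted curve at half-maximal effect; plate controls were vehicle for no effect and reference inhibitor for full effect; nearly all actives have a fitted effect of over 55% in size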
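APE1 at 0.75 nM final was preincubated with compound 15 min at room temperature, then 50 nM double-stranded THF abasic-site substrate (5'-TAMRA/3'-BHQ-2) was added. Fluorescence (ex 525/em 598 nm) was read kinetically; third-minus-first read gave activity.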
BLM helicase inh – inhibitors of human Bloom syndrome helicase BLM; recombinant BLM DNA unwinding, fluorescence dequenching; Potency, µM (series often up to 56.1 µM), without a hit: at the highest dose activity change, negative = inhibition, most hits filed as inhibitors; 350,000 tested, 0.2% active;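 also: potency is read from the fitted curve at half-maximal effect; plate controls were vehicle for no effect and no enzyme for full effect; nearly all actives have a fitted effect of over 35% in size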
Target sequence (P54132 whole entry, looked up): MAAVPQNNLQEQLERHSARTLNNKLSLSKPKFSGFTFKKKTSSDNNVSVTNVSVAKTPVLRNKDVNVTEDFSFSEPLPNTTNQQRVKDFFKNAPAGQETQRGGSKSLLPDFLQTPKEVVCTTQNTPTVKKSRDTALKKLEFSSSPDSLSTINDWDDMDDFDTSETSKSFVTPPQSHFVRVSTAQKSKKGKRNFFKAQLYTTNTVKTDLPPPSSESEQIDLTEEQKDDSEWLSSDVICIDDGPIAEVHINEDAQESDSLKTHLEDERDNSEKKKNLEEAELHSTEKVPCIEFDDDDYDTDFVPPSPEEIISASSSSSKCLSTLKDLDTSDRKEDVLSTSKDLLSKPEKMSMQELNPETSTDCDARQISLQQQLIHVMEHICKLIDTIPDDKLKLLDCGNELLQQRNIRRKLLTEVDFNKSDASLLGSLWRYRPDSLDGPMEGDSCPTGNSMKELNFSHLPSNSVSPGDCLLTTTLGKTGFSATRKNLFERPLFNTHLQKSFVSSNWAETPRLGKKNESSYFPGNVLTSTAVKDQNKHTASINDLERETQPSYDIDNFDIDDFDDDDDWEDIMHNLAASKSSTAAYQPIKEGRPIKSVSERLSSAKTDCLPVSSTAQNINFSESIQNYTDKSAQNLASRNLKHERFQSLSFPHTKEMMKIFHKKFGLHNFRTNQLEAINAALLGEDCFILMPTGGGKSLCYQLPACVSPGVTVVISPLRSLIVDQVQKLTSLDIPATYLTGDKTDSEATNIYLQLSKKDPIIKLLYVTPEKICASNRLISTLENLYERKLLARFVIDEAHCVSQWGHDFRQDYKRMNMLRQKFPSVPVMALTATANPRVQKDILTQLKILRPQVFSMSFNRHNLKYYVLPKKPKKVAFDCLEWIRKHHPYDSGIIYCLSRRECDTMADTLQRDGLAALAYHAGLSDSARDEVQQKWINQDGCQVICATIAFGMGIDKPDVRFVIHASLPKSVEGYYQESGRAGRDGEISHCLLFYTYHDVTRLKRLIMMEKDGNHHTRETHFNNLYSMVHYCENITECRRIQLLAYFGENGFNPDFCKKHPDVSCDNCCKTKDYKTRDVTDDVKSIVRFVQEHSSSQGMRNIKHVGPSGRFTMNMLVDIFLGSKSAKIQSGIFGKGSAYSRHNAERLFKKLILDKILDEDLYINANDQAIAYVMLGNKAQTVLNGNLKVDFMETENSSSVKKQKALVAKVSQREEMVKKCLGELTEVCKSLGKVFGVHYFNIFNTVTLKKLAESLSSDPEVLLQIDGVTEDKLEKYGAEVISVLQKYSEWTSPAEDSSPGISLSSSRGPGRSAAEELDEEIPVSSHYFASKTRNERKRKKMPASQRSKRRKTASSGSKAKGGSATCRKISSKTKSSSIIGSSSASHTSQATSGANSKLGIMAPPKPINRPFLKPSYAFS
Apoferritin bind – candidate novel general anesthetic via apoferritin binding; apoferritin/1-aminoanthracene competitive binding, fluorescence; 350,000 tested, 0.074% active; Potency, µM (highest dose often 77.5 µM), without a hit: at the highest dose activity change, negative = displacement, most hits filed as inhibitors; also: potency is read from the fitted curve at half-maximal effect; % is scaled to controls: 0 for no effect and ±100 for the full control effect; nearly all actives have a fitted effect of over 20% in size
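Probe: 1-aminoanthracene (50% saturated, PBS). Protein: horse-spleen apoferritin, 10 uM. Incubation: 10 min, room temperature. Detection: 380 nm excitation, 535 nm emission. Analysis: normalized response, four-parameter Hill.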
POLK inh – blocks human DNA polymerase kappa activity; Q9UBT6; 400,000 tested, 0.53% active; Potency, µM (series often up to 107 µM), without a hit: at the top dose activity, negative = inhibition, actives largely listed as inhibitors; purified Pol kappa, fluorescent DNA synthesis assay, 10 min; also: potency is read from the fitted curve at half-maximal effect; % is scaled to controls: 0 for no effect and ±100 for the full control effect
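10 nM Pol kappa was preincubated with compounds for 15 min at room temperature. Reaction started with 50 nM (final) substrate. Fluorescence read kinetically at 0 and 10 min.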
POLI inh – DNA polymerase iota (human) inhibition. Q9UNA4. Pol iota fluorescent replication assay, 10 min. Potency, µM (highest dose often 115 µM), for the others: at the top dose activity, negative = inhibition, hits mostly inhibitors. 390,000 tested, 1% active. AID 588590; also: potency is read from the fitted curve at half-maximal effect
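Fluorescent replication assay read twice, at 0 min and 10 min after adding 50 nM (final) substrate. Enzyme (10 nM) and compounds were first incubated 15 min at room temperature; enzyme-free buffer wells were negative controls.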
12-LOX inh – ALOX12 (human) lipoxygenase inhibition. 580,000 tested, 1.1% active. AID 1671190. purified 12hLO, xylenol orange hydroperoxide absorbance. Potency, µM (titrated, usually from 108 µM), without a hit: at the highest dose activity change, negative = inhibition, usual class: inhibitors; also: potency is read from the fitted curve at half-maximal effect; % is scaled to controls: 0 for no effect and ±100 for the full control effect
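Purified human 12hLO (150 nM final) in 25 mM Hepes, 0.01% Triton X-100, pH 7.0 was preincubated 15 min at room temperature with compound. Then 40 uM arachidonic acid was added, 30 min. Hydroperoxide was read by Fe-XO absorbance ratio 573/405 nm.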
Numbers without * were called inactive; [ ] = remark or other dose. Unless noted, calls follow the shape of the dose curve; as a rule, active = well fitted curve in the direction sought with a large enough effect; inconclusive = small, poorly fitted or top-dose-only effect, or another doubt; inactive = no such curve, though single readings can be large; an effect the other way counts as inactive or inconclusive. Some of the compounds tested, so the mix of outcomes need not match the whole.

COc1cc(C(=O)Nc2nc3c(s2)Cc2c(Br)ccc(OC)c2-3)cc(OC)c1OC was read as TRHR agonist 1.4, POLB inh 43%, ERG-DNA inh 5%, BLM helicase inh -3%, Apoferritin bind -4%, POLK inh -12%, POLI inh 80%[activator] and 12-LOX inh inconclusive.
`O=C(O)c1ccccc1C(=O)c1ccc(-c2ccccc2)cc1` gave TRHR agonist 0.0, POLB inh -1%, ERG-DNA inh -5%, APEX1 inh -6%, BLM helicase inh 0%, Apoferritin bind -7%, POLK inh -17%[60.1 µM], POLI inh 0% and 12-LOX inh 11%.
COc1ccc(-n2ncc(Cl)c(Cl)c2=O)cc1 was read as TRHR agonist -0.7, POLB inh 14%, ERG-DNA inh 8%, APEX1 inh -2%, BLM helicase inh -1%, Apoferritin bind -5%, POLK inh -6%, POLI inh 0% and 12-LOX inh 4%.
COc1ccccc1CNC(=O)Cn1nc(C)n2cccc2c1=O was read as TRHR agonist -0.1, POLB inh 5%, ERG-DNA inh 0%, BLM helicase inh -3%, Apoferritin bind 48%[activator], POLK inh -4%, POLI inh 1% and 12-LOX inh -1%.
Screening Cc1cc2c(=O)n(CC(=O)N3CCN(c4ccccc4)CC3)cnc2s1 returned TRHR agonist -2.4, POLB inh 4%, ERG-DNA inh 5%, APEX1 inh 3%, BLM helicase inh -1%, Apoferritin bind -2%, POLK inh -6%, POLI inh 7% and 12-LOX inh 0%.
Screening CCn1cc(C(=O)NC2CC3CCC2C3)c(=O)c2ccc(C)nc21 (stereo not given) returned TRHR agonist 0.1, POLB inh 20%, APEX1 inh 1%, BLM helicase inh 2% and Apoferritin bind -11%.
Oc1ccc(Br)cc1/C=N/Nc1ncc(-c2ccccc2)cn1 was read as TRHR agonist -0.6, POLB inh -8%, ERG-DNA inh -7%, APEX1 inh 5%, BLM helicase inh -11%, Apoferritin bind -6%, POLK inh -10%, POLI inh 120%[activator] and 12-LOX inh -17%.
COc1ccc(OC)c(CNS(=O)(=O)c2cc(-c3cc(C)no3)ccc2OC)c1 was read as TRHR agonist -0.2, POLB inh -27%, ERG-DNA inh -16%, APEX1 inh 35%, BLM helicase inh 0%, Apoferritin bind -12%, POLK inh 4%, POLI inh 16% and 12-LOX inh 3%.
For CN(C)CCCNC(=O)c1ccc(-c2nc(-c3ccc(Cl)cc3)cs2)cc1 the results were TRHR agonist 0.5, POLB inh inconclusive, ERG-DNA inh 2%, APEX1 inh -2%, BLM helicase inh 72%[activator], Apoferritin bind inconclusive, POLK inh -10%, POLI inh 95% and 12-LOX inh inconclusive.
CC(=O)N1CCN(c2ccc(S(=O)(=O)N3CCOCC3)cc2[N+](=O)[O-])CC1 was read as ERG-DNA inh 13%, APEX1 inh 3%, POLK inh -4%, POLI inh 23% and 12-LOX inh -16%.
`Cc1c(CN2CCC(CO)(Cc3ccccc3)CC2)c2ccccc2n1C` gave TRHR agonist 0.6, POLB inh 4%, ERG-DNA inh -7%, APEX1 inh 2%, BLM helicase inh -2%, Apoferritin bind -21%, POLK inh -9%, POLI inh 7% and 12-LOX inh -19%.
For Cc1[nH]nc(Nc2ccc(O)cc2)c1[N+](=O)[O-] the results were TRHR agonist -0.2, POLB inh 1%, ERG-DNA inh 3%, APEX1 inh -6%, BLM helicase inh -5%, Apoferritin bind -4%, POLK inh -7%, POLI inh 60%[activator] and 12-LOX inh -9%.
Screening FC(F)(F)c1ccnc(N2CCN(Cc3cnc(-c4ccccc4)[nH]3)CC2)c1 returned TRHR agonist 0.1, POLB inh 42%, ERG-DNA inh 8%, APEX1 inh -2%, BLM helicase inh -1%, Apoferritin bind -1%, POLK inh -11%, POLI inh 15% and 12-LOX inh -5%.
Screening N#CCOc1ccc(C2=NO[C@@H]3[C@@H]4C[C@@H]([C@H]5C(=O)N(c6ccc7c(c6)OCO7)C(=O)[C@@H]45)[C@H]23)cc1 returned TRHR agonist 0.6, POLB inh 2%, ERG-DNA inh 2%, APEX1 inh 2%, BLM helicase inh 1%, Apoferritin bind -4%, POLK inh -5%, POLI inh 13% and 12-LOX inh 0%.
COc1cccc(NC(=O)C2CCN(S(=O)(=O)c3c(C)noc3/C=C/c3cccs3)CC2)c1 was read as TRHR agonist 2.3, POLB inh 3%, ERG-DNA inh -2%, BLM helicase inh -9%, Apoferritin bind -2%, POLK inh -19%, POLI inh inconclusive and 12-LOX inh -15%.
Screening COCc1cc(C)nc2sc(C(=O)NN)c(-n3cccc3)c12 returned TRHR agonist 2.2, POLB inh -8%, ERG-DNA inh 10%, APEX1 inh 3%, BLM helicase inh -3%, Apoferritin bind -8%, POLK inh 8%, POLI inh 102%[activator] and 12-LOX inh 3%.
For O=C(Nc1ccccc1)c1ccc[nH]1 the results were TRHR agonist 0.8, POLB inh 18%, ERG-DNA inh -2%, APEX1 inh 0%, BLM helicase inh -6%, Apoferritin bind 4%, POLK inh 2%, POLI inh 7% and 12-LOX inh -2%.
Cc1cc(C)c2nc(-c3cccnc3)cc(C(=O)NC(C)c3cnn(C)c3C)c2c1 (stereo not given) was read as TRHR agonist -0.8, POLB inh -4%, ERG-DNA inh -9%, APEX1 inh 0%, BLM helicase inh 1%, Apoferritin bind -17%, POLK inh -8%, POLI inh 152%[activator] and 12-LOX inh -3%.
`CC(NC(=O)c1cc2ccccc2o1)c1cccs1` (stereo not given) gave TRHR agonist 0.6, POLB inh inconclusive, APEX1 inh 5%, BLM helicase inh -2%, Apoferritin bind -19%, POLK inh -4%, POLI inh inconclusive and 12-LOX inh 26%.
For NNC(=S)Nc1cc(S(=O)(=O)N2CCOCC2)ccc1N1CCOCC1 the results were TRHR agonist 0.2, POLB inh 23%, ERG-DNA inh 1%, APEX1 inh 0%, BLM helicase inh -5%, Apoferritin bind 0%, POLK inh -7%, POLI inh -28% and 12-LOX inh 34%[activator].
`Cc1ccccc1-n1nc(C)c2cc(C(=O)N3CCN(S(=O)(=O)c4ccc(F)cc4)CC3)sc21` gave TRHR agonist 1.1, POLB inh -3%, ERG-DNA inh -1%, APEX1 inh 1%, BLM helicase inh 1%, Apoferritin bind 1%, POLK inh -14%, POLI inh 3% and 12-LOX inh 13%.
Screening COc1ccc(OC)c(NC(=O)CC2Oc3ccccc3NC2=O)c1 (stereo not given) returned TRHR agonist -1.2, POLB inh -1%, ERG-DNA inh -2%, APEX1 inh 23%, BLM helicase inh -6%, Apoferritin bind -10%, POLK inh -11%, POLI inh -14% and 12-LOX inh 5%.
`CCOc1ccc(CN(C(=O)c2nc(SC)ncc2Cl)C2CCS(=O)(=O)C2)cc1` (stereo not given) gave TRHR agonist -0.1, POLB inh 22%, ERG-DNA inh 3%, BLM helicase inh -1%, Apoferritin bind -3%, POLK inh 18%, POLI inh 11% and 12-LOX inh -25%.
For CCc1ccc(OCc2nnc(-c3ccccc3Br)o2)cc1 the results were TRHR agonist -0.9, ERG-DNA inh -18%, APEX1 inh 14%, POLK inh -4%, POLI inh 8% and 12-LOX inh 2%.
O=C(c1cccc([N+](=O)[O-])c1)N1CCN(S(=O)(=O)N2CCCCC2)CC1 was read as TRHR agonist 0.8, POLB inh 108%, ERG-DNA inh 8%, APEX1 inh -1%, BLM helicase inh -3%, Apoferritin bind -11%, POLK inh 3%, POLI inh -10% and 12-LOX inh 0%.
For CCOC(=O)N1CCC(N2CC34C=CC(O3)C(C(=O)Nc3ccc(C)cc3)C4C2=O)CC1 (stereo not given) the results were TRHR agonist -0.1, POLB inh 4%, ERG-DNA inh -5%, APEX1 inh -5%, BLM helicase inh -1%, Apoferritin bind -3%, POLK inh 16%, POLI inh 13% and 12-LOX inh 500%[activator].
Screening Cc1onc(-c2ccccc2)c1-c1csc(N/N=C/c2ccccc2)n1 returned TRHR agonist 1.2, POLB inh 3%, ERG-DNA inh -2%, APEX1 inh 9%, BLM helicase inh -12%, Apoferritin bind -10%, POLK inh 6%, POLI inh 9% and 12-LOX inh 1%.
O=C(Nc1nnc(SCC(=O)N2CCCCC2)s1)c1ccc(F)cc1F was read as TRHR agonist 2.9, POLB inh 9%, ERG-DNA inh 3%, APEX1 inh 6%, BLM helicase inh -2%, Apoferritin bind 6%, POLK inh 2%, POLI inh 16% and 12-LOX inh -14%.
`Cn1cc(-c2cc(C(=O)O)on2)cn1` gave TRHR agonist 0.0, POLB inh -5%, ERG-DNA inh -5%, APEX1 inh 1%, BLM helicase inh 1%, Apoferritin bind -1%, POLK inh -6%, POLI inh -9% and 12-LOX inh 3%.
CCOCCCNC(=O)C(NC(=O)CNC(=O)c1ccccc1)c1ccccc1 (stereo not given) was read as TRHR agonist 0.2, POLB inh 25%, ERG-DNA inh -6%, APEX1 inh -7%, BLM helicase inh 0%, Apoferritin bind -6%, POLK inh -3%, POLI inh 13% and 12-LOX inh -9%.
`CCN(CC)S(=O)(=O)c1cc(OC)ccc1N=Nc1ccc(O)c2ncccc12` gave TRHR agonist 0.4, POLB inh -25%, ERG-DNA inh 3%, APEX1 inh 25%, BLM helicase inh -14%, Apoferritin bind -6%, POLK inh -3%, POLI inh -30% and 12-LOX inh 25%.

Two entries picked at random from those above:
O=C(c1cccc([N+](=O)[O-])c1)N1CCN(S(=O)(=O)N2CCCCC2)CC1 was read as TRHR agonist 0.8, POLB inh 108%, ERG-DNA inh 8%, APEX1 inh -1%, BLM helicase inh -3%, Apoferritin bind -11%, POLK inh 3%, POLI inh -10% and 12-LOX inh 0%.
`CC(NC(=O)c1cc2ccccc2o1)c1cccs1` (stereo not given) gave TRHR agonist 0.6, POLB inh inconclusive, APEX1 inh 5%, BLM helicase inh -2%, Apoferritin bind -19%, POLK inh -4%, POLI inh inconclusive and 12-LOX inh 26%.
